PI4K2A block = PI4K2A (human) kinase inhibition | 420,000 compounds, 0.13% hits | purified PI4K2A, ADP-Glo luminescence, 1 h; hits give low values | activity change, negative = inhibition, % at 76.9 µM; in the data active means activity change below about -50%; inconclusive means mostly about -30% to -49%;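 further: -100% = wells without enzyme as full effect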
Target sequence (Q9BTU6 whole entry, looked up): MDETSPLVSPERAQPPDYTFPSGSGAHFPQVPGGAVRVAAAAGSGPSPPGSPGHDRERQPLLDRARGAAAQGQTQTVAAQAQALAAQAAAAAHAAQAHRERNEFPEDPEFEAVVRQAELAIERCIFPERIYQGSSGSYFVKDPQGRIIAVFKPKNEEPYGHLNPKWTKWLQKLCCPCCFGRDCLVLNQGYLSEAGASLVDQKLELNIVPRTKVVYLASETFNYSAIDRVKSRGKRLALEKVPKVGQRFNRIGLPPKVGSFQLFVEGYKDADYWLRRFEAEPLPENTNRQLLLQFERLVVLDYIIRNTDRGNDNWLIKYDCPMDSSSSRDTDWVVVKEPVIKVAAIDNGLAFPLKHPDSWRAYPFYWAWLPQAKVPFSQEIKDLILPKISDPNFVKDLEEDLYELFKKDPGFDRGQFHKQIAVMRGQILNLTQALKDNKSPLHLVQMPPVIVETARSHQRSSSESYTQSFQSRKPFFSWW
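In this quantitative HTS, ADP production by PI4K2A was quantified luminescently after 1 h at ambient temperature; 100 microM adenosine served as plate-quality control.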
G9a inh = G9a (human) methyltransferase inhibition. G9a H3K9 monomethylation, AlphaScreen, 2 h. Potency, µM (doses to about 102 µM), for inactives: top-dose activity, negative = inhibition, most hits filed as inhibitors. 350,000 compounds, 8.8% hits. AID 504332; further: potency means the concentration at half of the fitted maximal effect; nearly all actives have a fitted effect of over 75% in size
Target sequence (Q96KQ7 913-1193 limits assumed): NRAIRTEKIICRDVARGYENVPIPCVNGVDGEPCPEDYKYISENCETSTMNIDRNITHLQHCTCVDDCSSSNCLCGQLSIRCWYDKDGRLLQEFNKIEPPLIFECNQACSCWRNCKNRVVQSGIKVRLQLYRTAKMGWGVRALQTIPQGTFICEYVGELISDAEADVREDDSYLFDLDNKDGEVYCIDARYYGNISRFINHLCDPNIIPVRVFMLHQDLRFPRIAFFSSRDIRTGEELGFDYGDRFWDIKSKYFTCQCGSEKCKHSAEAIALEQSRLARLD
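Signal arises when biotinylated H3K9 peptide, once monomethylated, bridges streptavidin donor and antibody-captured acceptor beads. Enzyme at 20 nM was preincubated 15 min with test compounds; peptide 500 nM and SAM 20 uM then reacted for 2 h.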
GLS inhibitor = glutaminase GLS (human) inhibition | AID 624170 | O94925 | Potency, µM (highest dose often 45.5 µM), for the others: top-dose activity change, negative = inhibition, actives largely listed as inhibitors | 410,000 compounds, 0.21% hits | GLS enzymatic activity, qHTS titration; further: potency means the concentration at half of the fitted maximal effect
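Assay buffer: 45 mM KH2PO4 pH 8.2, 0.02% Tween-20. hKGA acts on L-glutamine (1 mM solution added); product glutamate is reported by an oxidase/peroxidase Amplex Red coupling, with fluorescence taken at baseline and 30 min.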
PGK inhibitor = blocks T. brucei phosphoglycerate kinase. P07378. PGK/GAPDH coupled, Kinase-Glo luminescence, 60 min. Potency, µM (top dose mostly 57.5 µM), inactives show top-dose activity change, negative = inhibition, hits mostly inhibitors. 380,000 compounds, 0.043% hits. AID 602233; further: potency means the concentration at half of the fitted maximal effect; nearly all actives have a fitted effect of over 60% in size
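Recombinant glycosomal PGK reaction used 1,3-bisphosphoglycerate generated in-well by GAPDH (100nM final) in 100mM TEA pH 7.6, 5mM MgCl2, 0.01% Tween-20. After 60 minutes at room temperature, ATP was read by Kinase-Glo Plus luminescence end-point.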
Numbers without * were called inactive; i = inactive; ? = inconclusive; nt = not tested or not shown; [ ] = remark or other dose. Unless noted, the call rests on the fitted dose curve; in most records, active means well fitted curve in the direction sought with a large enough effect; inconclusive means small, poorly fitted or top-dose-only effect, or another doubt; inactive means no such curve, though single readings can be large; an effect the other way counts as inactive or inconclusive. Unless noted, on the % scale 0 is the no-effect control and ±100 the full control effect. This is a subset; the hit share may differ from the screen's.

nr	Compound	GLS inhibitor	G9a inh
1	CC1NCCOC1c1ccccc1 (configuration not stated)	-13%	16%[59 µM]
2	C=CCN1C[C@H](C)N([C@H](c2ccc(C(=O)N(CC)CC)cc2)c2cccc(OC)c2)C[C@H]1C	22%	7%[59 µM]
3	Cc1ccc(N=CN(C)C=Nc2ccc(C)cc2C)c(C)c1	-9%	-29%[2.33 µM]
4	COc1ccc(C(=O)c2c(C)n(CCN3CCOCC3)c3ccccc23)cc1	0%	-7%[12.7 µM]
5	N#CCC(=O)NN	31%[activator]	17%[12.7 µM]
6	CC(C)NCC(O)c1ccccc1Cl (configuration not stated)	3%	-4%[12.7 µM]
7	Oc1cn2c(n1)Nc1ccc(Cl)c(Cl)c1C2	9%	?
8	COc1ccc(CN2CCN(C(=O)Cc3ccccc3)CC2)cc1OC	-4%	nt
9	Fc1ccccc1CN1Cc2ccccc2-n2nncc2C1	0%	nt
10	O=C(c1cc(Cl)cc(Cl)c1)N1Cc2ccccc2-n2nncc2C1	0%	nt
11	O=C(Cc1cccs1)N1Cc2ccccc2-n2nncc2C1	3%	nt
12	O=C(NCC1=C(c2ccc3ccccc3c2)C[C@@H]2CC[C@H]1N2Cc1ccco1)c1cccnc1	1%	nt

nr	PI4K2A block	PGK inhibitor
1	2	nt
2	3	nt
3	-3	nt
4	-4	nt
5	1	nt
6	4	nt
7	i	nt
8	4	i
9	6	-3%
10	3	-1%
11	-2	-4%
12	0	-8%

New compounds follow
nr	Compound	GLS inhibitor	G9a inh
13	CCOC(=O)c1cccc(C2=C(CNC(=O)c3ccncc3)[C@H]3CC[C@@H](C2)N3Cc2ccccc2)c1	0%	nt
14	COc1ccc(C(CC(C)=O)c2c(O)c3ccccc3oc2=O)cc1OC (configuration not stated)	-2%	nt
15	O=C(O)C(O)(c1ccc(Cl)cc1)C1(O)CCCC1 (configuration not stated)	3%	nt
16	Cc1ccccc1C(=O)N1Cc2ccccc2-n2nncc2C1	-3%	nt
17	COc1ccc(C(=O)CC(c2ccc(OC)c(OC)c2)c2c(O)c3ccccc3oc2=O)cc1OC (configuration not stated)	0%	nt
18	c1cc2c(c(NC3=NCCCS3)c1)CCCC2	5%	nt
19	CCOC(=O)c1cccc(C2=C(CNC(=O)c3nccs3)[C@H]3CC[C@@H](C2)N3Cc2ccccc2)c1	0%	nt
20	C[C@@H]1CN([C@@H](C)CO)C(=O)CCCn2nncc2CO[C@@H]1CN(C)C(=O)Oc1cccc2ccccc12	2%	nt
21	C[C@@H]1CN([C@@H](C)CO)C(=O)CCCn2nncc2CO[C@@H]1CN(C)C(=O)Oc1ccc2ccccc2c1	2%	nt
22	CCCOc1ccccc1OCC(=O)N1CCN(CC(=O)N2CCOCC2)CC1	3%	nt
23	O=C(CCN1CC=C(c2ccccc2)CC1)NCc1ccccc1	9%	nt
24	O=C(NC(=S)N1CC1)c1ccccc1	4%	nt

nr	PI4K2A block	PGK inhibitor
13	5	4%
14	5	i
15	-2	1%
16	-3	0%
17	-1	-7%
18	-2	i
19	-3	1%
20	0	-4%
21	-1	-6%
22	-1	1%
23	-4	-1%
24	-3	8%

Profiles from above. Screens in order: GLS inhibitor | G9a inh | PI4K2A block | PGK inhibitor
O=C(O)C(O)(c1ccc(Cl)cc1)C1(O)CCCC1 (configuration not stated) across the screens: 3% | nt | -2 | 1%
CCOC(=O)c1cccc(C2=C(CNC(=O)c3ccncc3)[C@H]3CC[C@@H](C2)N3Cc2ccccc2)c1 across the screens: 0% | nt | 5 | 4%

Later entries
nr	Compound	GLS inhibitor	G9a inh
25	O=c1c2ccccc2[nH]c(=S)n1-c1cccc(Cl)c1	-8%	nt
26	O=C(c1cccs1)N1CCC(C(=O)O)(c2ccccc2)CC1	-4%	nt
27	CCc1cc2c(cc1-c1csc(C/C(N)=N/O)n1)C(C)(C)CCC2(C)C	8%	nt
28	CS(=O)(=O)c1ccc(C2=C(CNC(=O)c3cccnc3)[C@H]3CC[C@@H](C2)N3Cc2ccccc2)cc1	12%	nt
29	COc1cccc(C)c1NC1=NCCO1	8%	nt
30	CCOC(=O)CNC(=O)N1Cc2ccccc2-n2nncc2C1	-1%	nt
31	COC(=O)C1=C(c2ccccc2OCc2ccccc2)C[C@@H]2CC[C@H]1N2C	-1%	nt
32	COC(=O)C1=C(c2ccc(OCc3ccccc3)cc2)C[C@@H]2CC[C@H]1N2C(=O)NCc1ccc(F)cc1	1%	nt
33	COc1ccc(C(SCC(NC(=O)OCc2ccccc2)C(=O)O)c2ccc(OC)cc2)cc1 (configuration not stated)	11%	nt
34	c1ccc2[nH]c(CCN3CCCCC3)nc2c1	-2%	nt
35	CS(=O)(=O)c1ccc(C2=C(CNC(=O)c3ccncc3)[C@H]3CC[C@@H](C2)N3CCOc2ccccc2)cc1	-4%	nt
36	C[C@]12CC[C@H](O)C[C@@H]1CC[C@H]1[C@H]3CCC(=O)[C@@]3(C)CC[C@@H]12	-1%	nt

nr	PI4K2A block	PGK inhibitor
25	0	-11%
26	11	-7%
27	-7	-7%
28	-5	-3%
29	-1	-6%
30	-4	0%
31	-5	4%
32	-4	-6%
33	5	-1%
34	-4	-4%
35	2	-2%
36	8	-1%

Going on with the list.
nr	Compound	GLS inhibitor	G9a inh
37	COc1ccc(OC(=O)N(C)C[C@@H]2OCc3cnnn3CCCC(=O)N([C@H](C)CO)C[C@H]2C)cc1	5%	nt
38	C[C@@H]1CN([C@H](C)CO)C(=O)CCCn2nncc2CO[C@H]1CN(C)C(=O)Oc1ccc2ccccc2c1	9%	nt
39	Cc1ccc(OC(=O)N(C)C[C@@H]2OCc3cnnn3CCCC(=O)N([C@H](C)CO)C[C@@H]2C)cc1	-3%	nt
40	O=c1c2ccccc2[nH]c(=S)n1-c1cccc(C(F)(F)F)c1	-3%	nt
41	CN(C)C1CCc2[nH]c3c(F)cc(F)cc3c2C1 (configuration not stated)	14%	nt
42	O=C(c1cccnc1)N1Cc2ccccc2-n2nncc2C1	-1%	nt
43	C[C@H](CO)N1C[C@H](C)[C@@H](CN(C)C(=O)Oc2ccc3ccccc3c2)OCc2cn(nn2)CCCC1=O	14%	nt
44	CS(=O)(=O)c1ccc(C2=C(CNC(=O)c3nccs3)[C@H]3CC[C@@H](C2)N3Cc2ccco2)cc1	-12%	nt
45	Cc1ccc(OC(=O)N(C)C[C@@H]2OCc3cnnn3CCCC(=O)N([C@@H](C)CO)C[C@@H]2C)cc1	-1%	nt
46	Cc1ncoc1C(=O)NCC1=C(c2ccc3ccccc3c2)C[C@@H]2CC[C@H]1N2Cc1ccco1	0%	nt
47	CC(Cc1ccc(O)cc1)NCC(O)c1ccc(O)c(O)c1 (configuration not stated)	?	nt
48	FC(F)(F)c1cccc(NC2=NCCS2)c1	-2%	nt

nr	PI4K2A block	PGK inhibitor
37	1	2%
38	-2	-10%
39	2	-2%
40	-1	7%
41	-3	i
42	2	-3%
43	-1	4%
44	5	i
45	0	-10%
46	0	0%
47	-8	?
48	-3	4%

Laid out differently: entries from further up.
Values run as follows: GLS inhibitor	G9a inh	PI4K2A block	PGK inhibitor
(26) O=C(c1cccs1)N1CCC(C(=O)O)(c2ccccc2)CC1
 : -4%	nt	11	-7%
(27) CCc1cc2c(cc1-c1csc(C/C(N)=N/O)n1)C(C)(C)CCC2(C)C
 : 8%	nt	-7	-7%
(28) CS(=O)(=O)c1ccc(C2=C(CNC(=O)c3cccnc3)[C@H]3CC[C@@H](C2)N3Cc2ccccc2)cc1
 : 12%	nt	-5	-3%
(29) COc1cccc(C)c1NC1=NCCO1
 : 8%	nt	-1	-6%
(30) CCOC(=O)CNC(=O)N1Cc2ccccc2-n2nncc2C1
 : -1%	nt	-4	0%
(31) COC(=O)C1=C(c2ccccc2OCc2ccccc2)C[C@@H]2CC[C@H]1N2C
 : -1%	nt	-5	4%
(32) COC(=O)C1=C(c2ccc(OCc3ccccc3)cc2)C[C@@H]2CC[C@H]1N2C(=O)NCc1ccc(F)cc1
 : 1%	nt	-4	-6%
(33) COc1ccc(C(SCC(NC(=O)OCc2ccccc2)C(=O)O)c2ccc(OC)cc2)cc1 (configuration not stated)
 : 11%	nt	5	-1%
(34) c1ccc2[nH]c(CCN3CCCCC3)nc2c1
 : -2%	nt	-4	-4%
(35) CS(=O)(=O)c1ccc(C2=C(CNC(=O)c3ccncc3)[C@H]3CC[C@@H](C2)N3CCOc2ccccc2)cc1
 : -4%	nt	2	-2%
(36) C[C@]12CC[C@H](O)C[C@@H]1CC[C@H]1[C@H]3CCC(=O)[C@@]3(C)CC[C@@H]12
 : -1%	nt	8	-1%
(37) COc1ccc(OC(=O)N(C)C[C@@H]2OCc3cnnn3CCCC(=O)N([C@H](C)CO)C[C@H]2C)cc1
 : 5%	nt	1	2%
(38) C[C@@H]1CN([C@H](C)CO)C(=O)CCCn2nncc2CO[C@H]1CN(C)C(=O)Oc1ccc2ccccc2c1
 : 9%	nt	-2	-10%
(39) Cc1ccc(OC(=O)N(C)C[C@@H]2OCc3cnnn3CCCC(=O)N([C@H](C)CO)C[C@@H]2C)cc1
 : -3%	nt	2	-2%
(40) O=c1c2ccccc2[nH]c(=S)n1-c1cccc(C(F)(F)F)c1
 : -3%	nt	-1	7%

(list continues)
nr	Compound	GLS inhibitor	G9a inh
49	COC(=O)C12CCc3cc(OC)ccc3C1=CC(=O)C2 (configuration not stated)	0%	nt
50	CS(=O)(=O)c1ccc(C2=C(CNC(=O)c3ccc([N+](=O)[O-])cc3)[C@H]3CC[C@@H](C2)N3CCOc2ccccc2)cc1	-1%	nt
51	CCOC(=O)c1cccc(C2=C(CNC(=O)c3ccc([N+](=O)[O-])cc3)[C@H]3CC[C@@H](C2)N3Cc2ccccc2)c1	0%	nt
52	COC(=O)C1=C(c2ccc(OCc3ccccc3)cc2)C[C@@H]2CC[C@H]1N2C	8%	nt

nr	PI4K2A block	PGK inhibitor
49	-1	-1%
50	1	7%
51	6	7%
52	-3	-5%

Assay outcomes from PubChem.
